# Large T inhibition: SV40 large T antigen inhibitors, biochemical (AID 1903) | SV40 large T antigen ATPase/helicase inhibition assay; higher % means a stronger effect | one-dose inhibition, % at 20 µM; IC50 in µM for titrated hits | hit rate 0.39% among 310,000; in the data active = a potency from the dose series; inconclusive = inhibition mostly from about 32% at the one dose, without a potency; inactive = the rest, 99 in 100 with inhibition below about 32%; also: strong numbers were not always called active
# WT yeast gro inh: growth inhibition of WT strain, primary screen, mitochondrial fusion inhibitor project, WT and mutant strains, chemical genetic | mitochondrial fusion phenotypic screen | inhibition, % at 10 µM | hit rate 2.1% among 190,000 | AID 1362, 2008; in the data active = inhibition above about 58%; tested in S. cerevisiae
# RSV antiviral HEp-2: RSV antiviral activity via CPE protection, HEp-2 cells, primary 10 µM value included (AID 2391) | HEp-2 cells, RSV-induced CPE inhibition; higher % means a stronger effect | CPE inhibition, % at 10 µM; hits with a dose series show IC50 in µM | hit rate 0.13% among 310,000; in the data active = a potency from the dose series; inconclusive = CPE inhibition mostly from about 23% at the one dose, without a potency; inactive = the rest, 99 in 100 with CPE inhibition below about 21%; also: strong numbers were not always called active
# MgcRacGAP inhibition: MgcRacGAP GTPase-activating activity inhibitors, confirmation, biochemical, ADP Hunter fluorescence | Rac GTPase-activating protein 1 (Homo sapiens) | MgcRacGAP-stimulated Rac1 GTP hydrolysis, ADP Hunter fluorescence; higher % means a stronger effect; GST-tagged Rac1 F28L mutant substrate | inhibition, % at 30 µM; hits with a dose series show IC50 in µM | hit rate 0.6% among 340,000 | AID 624330, 2012;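 active = first-screen hits whose inhibition reached a set limit at any dose in the follow-up dose series; inconclusive = inhibition above the set first-screen limit but never retested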;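 also: fluorescence reports GDP produced by GAP-driven GTP hydrolysis; strong numbers were not always called active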
# T cell modulator: modulators of CD8 T cell-vesicle binding, primary screen, mouse 2C CD8+ T cells, flow cytometry. 2C CD8+ T cell-vesicle binding; stronger effect = lower value. calls only at 7 µM. hit rate 0.068% among 330,000. AID 2052, 2009;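 active = response, share of CD8 T cells binding vesicles, and their 90th percentile fluorescence all below set limits, cut at about 80% in these data, passing the limit was not always enough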
#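 Read-out – percent CD8+ FL2 mean versus row control · System – murine 2C transgenic CD8+ T lymphocytes · Times – 1.5 h cell–vesicle binding at 37 °C, then 20 min icy labelling · Control set – naked vesicles low, QL9 vesicles with vehicle high · Detection – cytometric PE anti-B7-1 and Alexa647 anti-CD8 signals after 1% paraformaldehyde fixation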
# West Nile antiviral: West Nile virus antiviral activity, cell-based, CPE readout (AID 1621). West Nile virus-infected cells, CPE inhibition; higher % means a stronger effect. CPE inhibition, % at 10 µM; hits with a dose series show IC50 in µM. hit rate 0.02% among 290,000; in the data active = a potency from the dose series; inconclusive = CPE inhibition mostly from about 3.7% at the one dose, without a potency; inactive = the rest, 99 in 100 with CPE inhibition below about 2.2%; also: strong numbers were not always called active
# Salmonella PhoP GFP: inhibitors of PhoP regulon expression, primary screen, Salmonella Typhimurium, GFP reporter (AID 1863); S. Typhimurium PhoP-regulated promoter GFP reporter, 4 h; higher % means a stronger effect; inhibition, % at 50 µM; hits with a dose series show IC50 in µM; hit rate 0.16% among 300,000;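 active = inhibition over 29.93%, a cutoff 3 SD above the screen mean, later confirmed by dose response; inconclusive = inhibition over 29.93% but no dose response follow-up; inactive = inhibition at most 29.93% or unconfirmed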;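 also: 0% = low Mg2+ inducing control and 100% = high Mg2+ repressing control; strong numbers were not always called active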
# b-catenin transl: modulators of beta-catenin nuclear translocation, primary screen, imaging, HeLa cells, immunofluorescence, high-content. hit rate 0.3% among 190,000. nuclear translocation activity, % at 5 µM;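 active = nuclear translocation activity above 50% at 5 µM, with a well cell count of 50 or more; inconclusive = wells under 50 cells across six images, flagged as toxic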;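 also: per-cell ratio of nuclear to cytoplasmic median beta-catenin stain intensity; plate controls were DMSO negative control for no effect and GSK-3 inhibitor IX positive control for full effect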
#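 Test system: human HeLa cells, endogenous beta-catenin. Times: 24 h compound exposure, 37°C. Measured by: beta-catenin immunofluorescence imaging with DAPI.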
# Myeloid diff MLP: induction of myeloid progenitor differentiation, primary screen, cell-based, flow cytometry, MLPCN library. ER-HoxA9 myeloid progenitors, lysozyme-GFP differentiation. calls only at 10 µM. hit rate 1% among 360,000. AID 624256, 2012;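 active = normalized GFP-positive differentiation at or above the plate's own cutoff, the solvent-only control mean plus 3 SD; inconclusive = no clear call, values can overlap the other calls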;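 also: cells exposed to compound for four days before flow analysis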
# WT yeast gro inh mutant strain: further read-out of WT yeast gro inh, marked with its call; inhibition, %; mitochondrial fusion phenotypic screen, mutant strain inhibition
# b-catenin transl cell count 5 µM: further read-out of b-catenin transl, marked with its call; cell count; measured here: cell count, cytotoxicity flag
# T cell modulator vesicle-bound %: recorded beside T cell modulator, whose call it bears; double positive events, %; measured here: CD8+ vesicle-bound cell fraction;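 binding gate set so that unloaded-vesicle control wells show 10% double positive cells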
# Myeloid diff MLP GFP+ MAC1+ %: also measured in Myeloid diff MLP; calls as there; GFP+ MAC1+ double positive, %; measured here: differentiation confirmed by MAC1 staining
# Active calls of the source: *; i = inactive; ? = inconclusive; . = no result given.
SMILES,Large T inhibition,WT yeast gro inh,WT yeast gro inh mutant strain,RSV antiviral HEp-2,MgcRacGAP inhibition,T cell modulator,T cell modulator vesicle-bound %,West Nile antiviral,Salmonella PhoP GFP,b-catenin transl,b-catenin transl cell count 5 µM,Myeloid diff MLP,Myeloid diff MLP GFP+ MAC1+ %
CCOC(=O)Nc1ccc2c(COC(=O)c3ccccc3O)cc(=O)oc2c1,6%,.,.,4.2%,6%,i,36,-0.5%,0%,.,.,i,0.0
COC(=O)c1c(F)c(F)c(N2CCOCC2)c(F)c1F,10%,-7,-9,3.4%,7%,i,4,0.5%,-2%,-3.5,1206,i,2.8
CCOc1cc(/C=N\NC(=O)Cc2ccccc2)ccc1OCC(=O)Nc1ccc(C)c(C)c1,3%,9,9,1.7%,11%,i,42,.,20%,-0.8,1070,i,1.3
COc1ccc(Cl)cc1S(=O)(=O)n1ccnc1C(C)C,6%,12,-1,-0.7%,3%,i,32,-0.1%,3%,.,.,i,1.4
O=C(Nc1nnc(-c2ccc(F)cc2)s1)c1c(F)cccc1Cl,1%,.,.,3.7%,8%,i,41,-0.4%,.,.,.,i,1.8
COc1ccccc1C(C(=O)NC1CCCC1)N(C(=O)c1csnn1)C1CC1 (centres undefined),8%,.,.,-0.1%,3%,i,14,0.1%,1%,.,.,i,3.9
C/C(Cn1nnc([N+](=O)[O-])n1)=N\NC(=O)c1cccc(Cl)c1,10%,11,13,2.2%,4%,i,20,0.5%,-6%,-0.6,1424,i,4.3
COc1ccccc1CN1CCNC(=O)C1CC(=O)N(C)Cc1nc(C)cs1 (centres undefined),5%,.,.,-0.2%,7%,i,68,-0.1%,-1%,.,.,i,1.5
CCCc1nc2oc3ccccc3c(=O)c2c(=O)n1-c1ccccc1,8%,.,.,.,.,i,33,-0.5%,-13%,-4.7,1215,i,0.2
COc1ccc(/C=N/NC(=O)c2cc(-c3ccccc3OC)nc3ccccc23)cc1COC(C)=O,16%,10,15,5.4%,6%,i,50,-0.3%,-1%,-3.8,973,i,1.1
CCC(O)CNc1nc(SC)nc2sc3c(c12)CCN(C)C3 (centres undefined),10%,7,-7,0.1%,1%,i,10,0.5%,-7%,-4.0,1189,i,2.9
CCOc1ccccc1NC(=O)Nc1cccc(S(N)(=O)=O)c1,9%,.,.,2.7%,.,i,36,-0.3%,2%,-0.1,1034,i,0.6
COc1ccc(Br)cc1CN(C)CC(=O)Nc1cccc(S(N)(=O)=O)c1,4%,1,0,1.4%,10%,i,38,-0.4%,0%,0.2,1172,i,0.3
CCOc1ccc(NC(=O)NCCCn2c(C)nc3cc(C)c(C)cc32)cc1,17%,11,14,16%,9%,i,31,-1.4%,-4%,.,.,i,2.1
Cc1ccc2[nH]c(=O)c(CN(CCCN(C)C)C(=O)Nc3ccc(F)cc3)cc2c1,10%,18,0,-1.8%,1%,i,31,?,3%,0.1,1530,i,0.1
CC1(C)CC(NS(=O)(=O)c2ccc(F)cc2)CC(C)(C)N1,7%,.,.,-2.2%,3%,i,31,-1.4%,-1%,.,.,i,0.9
CC(=O)C[C@H]1c2cc(F)ccc2S(=O)(=O)N1c1ccc(N(C)C)cc1,25%,.,.,-0.3%,119µM*,i,9,-0.1%,.,.,.,i,1.5
Cc1ccc(-c2cc(C(=O)Nc3sc4c(c3C(=O)NCc3ccco3)CCC4)[nH]n2)c(O)c1,8%,8,-6,-0.8%,7%,i,40,0.1%,-16%,-0.2,996,i,0.4
COc1ccc2c(C)cc(SCC(=O)NCCN3C(=O)CSC3=O)nc2c1,4%,3,2,0.6%,4%,i,24,-0.4%,-13%,-0.7,1129,i,0.0
O=C(c1ccc(COc2ccc(Cl)cc2)o1)N1N=C(C(F)F)CC1(O)C(F)F (centres undefined),11%,13,-9,5.8%,9%,i,14,-1.4%,-5%,-0.5,1034,i,0.5
COc1cccc(-n2nc(C(=O)N3CCN(Cc4ccccc4)CC3)c3ccccc3c2=O)c1,5%,2,0,2.3%,10%,i,51,-0.6%,1%,-0.4,1083,i,0.6
Oc1c(N=Nc2ccc(F)cc2)ccc2ccccc12,4%,.,.,14%,10%,i,16,-0.2%,3%,.,.,i,0.3
COc1ccc(C2CC(c3ccc(F)cc3)n3nc(NC(=O)c4ccco4)nc3N2)cc1 (centres undefined),13%,.,.,2.1%,0%,i,39,-0.9%,-9%,0.2,1337,i,0.9
CC(NS(=O)(=O)c1ccc(NC(=O)N2CCCCC2)cc1)c1ccccc1 (centres undefined),9%,.,.,8.9%,9%,i,30,-1.4%,-2%,.,.,i,1.0
COc1ccc2nc3oc(C(=O)NCCCOC(C)C)cc3cc2c1,1%,.,.,2.5%,10%,i,21,-0.9%,7%,.,.,i,0.7
SMILES,Large T inhibition,WT yeast gro inh,WT yeast gro inh mutant strain,RSV antiviral HEp-2,MgcRacGAP inhibition,T cell modulator,T cell modulator vesicle-bound %,West Nile antiviral,Salmonella PhoP GFP,b-catenin transl,b-catenin transl cell count 5 µM,Myeloid diff MLP,Myeloid diff MLP GFP+ MAC1+ %
O=C(c1cccc(S(=O)(=O)N2CCc3ccccc32)c1)N1CCN(c2ccccn2)CC1,5%,-7,16,?,-9%,i,9,-1.2%,5%,7.4,881,i,0.7
Cc1oc2cc(O)ccc2c(=O)c1Oc1ccc(F)cc1,3%,.,.,2.0%,6%,i,16,-0.4%,0%,.,.,i,0.2
Cc1sc2nc(CN3CCCCC3)nc(Nc3ccc4c(c3)OCCO4)c2c1C,23%,2,2,-0.2%,3%,i,27,-0.6%,-1%,0.2,1036,i,0.2
Cc1ccc(NC(=O)c2nc[nH]c2C(=O)N2CCN(C(=O)OC(C)(C)C)CC2)cc1,.,.,.,0.2%,14%,i,41,.,.,.,.,i,0.5
CC(c1ccc(F)cc1)n1c(Cn2ncc3ccccc3c2=O)n[nH]c1=S (centres undefined),6%,-11,-13,5.7%,5%,i,46,-0.5%,-1%,-1.3,1575,i,0.3
O=C(NCc1ccncc1)c1cccc(S(=O)(=O)N2CCc3ccccc32)c1,.,.,.,0.5%,1%,i,35,.,.,.,.,i,1.2
C[C@H](NCCc1ccc(O)cc1)[C@H](O)c1ccc(O)cc1,30%,.,.,-0.7%,9%,i,27,.,-5%,.,.,i,1.6
COc1cc(OC)nc(NC(=O)CSc2nc3ccccc3[nH]2)n1,3%,21,23,-0.9%,8%,i,40,0.0%,5%,.,.,i,2.5
O=c1[nH]nc(N/N=C/c2ccccc2OC(F)F)c(=O)[nH]1,8%,.,.,1.1%,10%,i,33,0.5%,-6%,-4.4,1217,i,0.5
Cc1ccc(N2Cc3ccccc3OC(C)C2=O)cc1 (centres undefined),7%,-6,-4,-0.2%,11%,i,6,0.1%,-2%,.,.,i,2.9
CC(=O)Nc1nc2c(C)cc(NC(=O)C3CCCCC3)cc2s1,4%,.,.,1.5%,-3%,i,20,-0.7%,5%,.,.,i,0.5
CCN(CC)CC#CCC(OC)(c1ccccc1)c1ccccc1,4%,28,28,-2.6%,3%,i,29,-1.1%,10%,0.7,1564,i,0.5
COCCSc1nc(N)c(NC(=O)c2ccco2)c(=O)[nH]1,14%,.,.,2.1%,9%,i,27,-0.1%,-7%,.,.,i,4.5
O=C(C[n+]1ccccc1)c1ccc(-c2ccccc2)cc1,3%,10,4,-1.4%,3%,i,60,-1.1%,2%,1.4,1097,i,1.1
CC1(c2ccc(Cl)cc2)NC(=O)N(CC(=O)c2ccc3c(c2)OCO3)C1=O (centres undefined),12%,.,.,14%,6%,i,10,-0.5%,4%,.,.,i,6.3
COCCN1C(=O)N(c2ccc(OC)cc2)C(=O)C1CC(=O)Nc1cccc(F)c1 (centres undefined),8%,.,.,0.4%,-2%,i,55,-0.6%,-2%,.,.,i,0.5
Cc1ccc2c(=O)cc(C(=O)NC3CCS(=O)(=O)C3)oc2c1 (centres undefined),0%,.,.,1.5%,-6%,i,48,-0.5%,2%,.,.,i,1.1
CCCCS(=O)(=O)Nc1ccc(N2CCOCC2)c(S(=O)(=O)N2CCOCC2)c1,17%,.,.,1.7%,8%,i,0,-0.4%,-5%,.,.,i,1.0
Cc1cc(N2CCCCC2)nc(SCc2ccc(C#N)cc2)n1,-1%,-20,12,6.8%,6%,i,18,-1.4%,22%,3.3,1369,i,0.4
CC(C)(C)n1nc2c(c1NC(=O)COc1ccc(Cl)cc1)CS(=O)(=O)C2,9%,7,6,1.8%,5%,i,50,-0.7%,9%,.,.,i,0.9
Cc1nc2ccccn2c1C(=O)CSc1ccc(Cl)cc1Cl,-2%,21,15,4.8%,-1%,i,26,-0.5%,11%,-4.1,939,i,3.2
O=C(CN1CCN(S(=O)(=O)c2ccc(Br)cc2)CC1)N/N=C/c1ccco1,18%,-12,2,6.5%,4%,i,18,0.1%,3%,0.9,559,i,0.2
Cc1nnc(NC(=O)CSc2n[nH]c(-c3ccccc3)n2)s1,-1%,-23,-22,1.2%,5%,i,30,-0.1%,-7%,-0.4,1510,i,0.4
COc1ccc(Cc2nc3ccc(C(=O)N4CCOCC4)cc3o2)cc1,14%,.,.,-0.3%,12%,i,60,-0.2%,-1%,.,.,i,1.5
CCOC(=O)C1=C(C)NC(=O)NC1c1c(O)ccc2ccccc12 (centres undefined),5%,0,1,2.4%,9%,i,44,0.0%,0%,.,.,i,1.9
O=C1CCC(C(=O)N2CCCCCC2)CN1CCc1ccc(Cl)cc1 (centres undefined),8%,.,.,-0.1%,8%,i,29,-0.3%,-6%,.,.,i,4.4

# Screening data (PubChem)
